KB-V1 MDR tox = KB-V1 MDR subline cytotoxicity; 3.4% of 400,000 active; AID 1347076; Potency, µM (doses to about 46.1 µM), without a hit: at the top dose activity change, negative = cytotoxicity, usual class: cytotoxic; KB-V1 MDR cells viability, CellTiter-Glo, 72 h; note: potency is the fitted concentration of half-maximal effect; % is set by controls: 0 for no effect and ±100 for the full control effect; nearly all actives have a fitted effect of over 60% in size
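Potencies derive from concentration-effect curves fitted to normalized luminescence (CellTiter-Glo) of KB-V1 cells treated for 72 h at 37 degrees C in phenol-red-free DMEM containing 10% FBS.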
IL-1B inflam inh = blocks inflammasome-driven IL-1 beta release; THP-1 LPS/ATP IL-1B secretion, AlphaLISA, 16 h; active compounds read low; activity change, % at 57.5 µM; 4.7% of 360,000 active; AID 743279; in the data active = activity change below about -50%; inconclusive = mostly about -30% to -49%; note: % is set by controls: 0 for no effect and ±100 for the full control effect
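Secreted IL-1B measured by AlphaLISA bead assay after 16 h compound exposure of THP-1 cells; compounds (final up to 57.5 uM) added 1 h before LPS (250 ng/mL) and ATP (1.25 mM) stimulation; lower signal means less secretion.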
DRD3 antagonist = D3 dopamine receptor (human) antagonism; P35462; D3R cells, DiscoveRx beta-arrestin luminescence, antagonist mode; active compounds read low; max response, negative = inhibition, %; 2.5% of 360,000 active; AID 652054; in the data active = max response below about -50%; inconclusive = no clear call, values can overlap the other calls; note: % is set by controls: 0 for no effect and ±100 for the full control effect; mostly tested at two doses, the higher about 12 µM
Target sequence (P35462 whole entry, looked up): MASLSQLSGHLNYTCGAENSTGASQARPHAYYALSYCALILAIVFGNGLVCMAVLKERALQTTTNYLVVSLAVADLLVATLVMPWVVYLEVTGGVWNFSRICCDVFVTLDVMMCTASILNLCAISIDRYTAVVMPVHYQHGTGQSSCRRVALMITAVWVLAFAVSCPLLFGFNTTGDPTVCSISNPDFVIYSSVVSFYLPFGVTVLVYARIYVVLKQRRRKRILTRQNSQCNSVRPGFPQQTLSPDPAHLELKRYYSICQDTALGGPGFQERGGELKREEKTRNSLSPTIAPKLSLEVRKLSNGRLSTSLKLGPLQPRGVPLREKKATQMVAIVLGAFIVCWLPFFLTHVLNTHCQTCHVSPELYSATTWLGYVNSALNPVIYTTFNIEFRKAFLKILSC
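Cells expressing the human receptor were seeded at 1500 cells/well, incubated overnight at 37 degrees C in 5% CO2, then exposed to library compounds with dopamine controls for 90 minutes at 37 degrees C before luminescent detection.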
DRD3 agonist = agonists of human D3 dopamine receptor | P35462 | D3R DiscoveRx beta-arrestin cells, luminescence, 90 min | max activation, % | 0.58% of 410,000 active; in the data active = max activation above about 30%; note: 0% is about no effect; mostly tested at two doses, the higher about 12 µM
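Cells at 1500/well, incubated overnight, then treated with pinned compounds (dopamine as control) for 90 min at 37 degrees C. DiscoveRx reagent added for 30 - 60 minutes at room temperature; luminescence read.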
KB-3-1 tox = kills parental KB-3-1 adenocarcinoma cells; KB-3-1 viability, CellTiter-Glo ATP luminescence, 72 h; Potency, µM (highest dose often 46.1 µM), without a hit: top-dose activity change, negative = cytotoxic, actives largely listed as cytotoxic; 1.4% of 400,000 active; AID 1347075; note: potency is the fitted concentration of half-maximal effect; % is set by controls: 0 for no effect and ±100 for the full control effect; nearly all actives have a fitted effect of over 60% in size
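Cells are dispensed, compounds pinned in, plates held at 37 °C for 72 h, then CellTiter-Glo is added and luminescence read after 10 minutes. Cell line: parental KB-3-1 in phenol-red-free DMEM, 10% FBS.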
HT1080 IDH1KD tx = kills HT-1080 cells with IDH1 knockdown; 2% of 360,000 active; HT-1080 IDH1 knockdown viability, ATP luminescence, 48 h; Potency, µM (highest dose often 46.1 µM), without a hit: at the highest dose activity, negative = toxicity, hits mostly cytotoxic;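 note: potency is the fitted concentration of half-maximal effect; 0% = DMSO wells and -100% = cell-free medium wells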
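Assay cells: HT-1080 with IDH1 knockdown, 750 per well, RPMI/5% FBS. Exposure: 48 h at 37 °C following 2 h pre-incubation. Read: CellTiter-Glo luminescence; fitted concentration-response, curve class assigned.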
HT1080NT lethal = kills 2HG-producing HT-1080-NT fibrosarcoma cells; HT-1080-NT fibrosarcoma viability, CellTiter-Glo ATP luminescence, 48 h; Potency, µM (highest dose often 46.1 µM), for inactives: at the top dose activity, negative = less viability, usual class: cytotoxic; 1.6% of 360,000 active;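 note: NT is the 2HG producing partner of a matched IDH1 knockdown line; potency is the fitted concentration of half-maximal effect; 0% = DMSO-treated cells and -100% = media-only wells without cells; nearly all actives have a fitted effect of over 55% in size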
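Viability of the 2HG-overproducing fibrosarcoma line after 48 hours of compound exposure at 37 degrees C was determined by luminescence with CellTiter-Glo, and concentration-effect curves were then fitted and categorized.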
SW480 rerep = inducers of DNA re-replication in SW480 colon cancer cells; SW480 DNA re-replication, Hoechst DNA content imaging, 48 h; Potency, µM (highest dose often 46.1 µM), for the others: at the top dose re-replication activation, hits mostly activators; 1.8% of 340,000 active; AID 624297; note: potency is the fitted concentration of half-maximal effect; % of control where 0% means no effect; nearly all actives have a fitted effect of over 55% in size
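Cells (250 per well) received 23 nL compound or DMSO by pin tool and were kept 48 hr at 37 C, 5% CO2. Nuclei were then stained with Hoechst for 40 min and scanned for DNA content.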
GLP-1R agonist = activates the human GLP-1 receptor | P43220 | HEK293 GLP-1R CRE-luciferase, luminescence, 4-6 h; cells express a hypersensitive GLP-1R form | Potency, µM (series often up to 45.6 µM), without a hit: top-dose activation, usual class: activators | 0.007% of 380,000 active; note: potency is the fitted concentration of half-maximal effect; % of control where 0% means no effect
Target sequence (P43220 whole entry, looked up): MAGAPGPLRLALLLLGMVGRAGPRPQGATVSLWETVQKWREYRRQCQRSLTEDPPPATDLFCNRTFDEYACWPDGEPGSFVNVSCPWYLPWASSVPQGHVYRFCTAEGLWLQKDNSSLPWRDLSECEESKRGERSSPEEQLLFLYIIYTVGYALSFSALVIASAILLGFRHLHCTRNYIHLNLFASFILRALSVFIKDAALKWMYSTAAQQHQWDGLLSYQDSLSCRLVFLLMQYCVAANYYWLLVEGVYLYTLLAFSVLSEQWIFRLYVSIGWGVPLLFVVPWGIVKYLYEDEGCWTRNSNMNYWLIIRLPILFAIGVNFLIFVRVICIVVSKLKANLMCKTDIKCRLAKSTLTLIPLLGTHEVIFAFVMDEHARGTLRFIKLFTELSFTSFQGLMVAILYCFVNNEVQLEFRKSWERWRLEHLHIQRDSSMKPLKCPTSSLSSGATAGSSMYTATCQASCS
Starred values were filed as active, the others as inactive; ? = inconclusive; nt = not tested or not shown; [ ] = another dose, or the depositor's remark. Unless noted, calls come from the whole dose curve; as a rule, active = well fitted curve in the direction sought with a large enough effect; inconclusive = small, poorly fitted or top-dose-only effect, or another doubt; inactive = no such curve, though single readings can be large; an effect the other way counts as inactive or inconclusive.

#1 O[C@@H]1CN(Cc2cccs2)[C@@H](c2ccc(Cl)cc2)C[C@H]1n1cc(C2CC2)nn1
#2 Cc1ccccc1COc1ccc(/C=C(\C#N)C(N)=O)cc1
#3 COc1cc(C=C2C(=O)C=CC2=O)ccc1O
#4 COc1ccc(N2CC(C(=O)NCCc3c[nH]c4ccccc34)CC2=O)cc1 (stereo not given)
#5 CCOC(=O)c1cc(-c2ccc3c(c2)OCO3)nc2onc(C)c12
#6 C[C@H](NC(=O)[C@H](Cc1ccccc1)n1c(=O)[nH]c2ccccc2c1=O)C(=O)N1CCC(C(=O)O)CC1

Screen / compound no.	1	2	3	4	5	6
KB-V1 MDR tox	?	-6%	-17%	-3%	0%	15%
IL-1B inflam inh	-6	0	-113*	-2	-9	14
DRD3 antagonist	8	0	-136*	14	14	-6
DRD3 agonist	0	-9	-19	8	1	36*
KB-3-1 tox	?	7%	21µM*	-1%	2%	0%
HT1080 IDH1KD tx	-28%	-10%	23µM*	-2%	-13%	5%
HT1080NT lethal	?	-16%	15µM*	-10%	-2%	0%
SW480 rerep	nt	-2%	nt	13%	?	-16%
GLP-1R agonist	4%	7%	-14%	2%	4%	0%

#7 O=C(COC(=O)CCc1ccccc1)NNC(=O)c1ccccc1
#8 COc1ccccc1-c1nnc(SCC(=O)N2CCC(C)CC2)o1
#9 Cc1ccc(S(=O)(=O)N2CCN(C(=O)COC(=O)c3ncc(Cl)c(Cl)c3Cl)CC2)c(C)c1
#10 O=C(NCCOCCOCCNC(=O)c1ccccc1)c1ccccc1
#11 O=c1[nH]cnc2sc3c(c12)CN(Cc1ccccc1)CC3
#12 COc1ccc(S(=O)(=O)N2CCC(C(=O)N[C@H](C(=O)NCc3ccncc3)C(C)C)CC2)cc1

Screen / compound no.	7	8	9	10	11	12
KB-V1 MDR tox	7%	0%	?	4%	13%	0%
IL-1B inflam inh	7	27	-5	6	53	-13
DRD3 antagonist	9	0	?	5	10	2
DRD3 agonist	3	3	-18	6	60*	6
KB-3-1 tox	-6%	11%	-2%	6%	6%	-1%
HT1080 IDH1KD tx	5%	4%	8%	11%	6%	7%
HT1080NT lethal	4%	-1%	7%	12%	-1%	6%
SW480 rerep	-4%	-3%	3%	2%	-5%	?
GLP-1R agonist	2%	15%	-6%	1%	0%	-5%

#13 Nc1ccn([C@@H]2O[C@H](CNCc3cccc(OC4CCCC4)c3)[C@@H](O)[C@H]2O)c(=O)n1
#14 CCc1c(O)nc(SCC(=O)N(CC)CC)[nH]c1=O
#15 CC(/C=C/c1ccco1)=N\NC(=O)c1cccnc1
#16 NC(=O)c1sc2nc3c(cc2c1N)CCCCCC3
#17 COC(=O)C1=CN(c2ccc(OC)cc2OC)C(N)=C(C#N)C1c1cccc([N+](=O)[O-])c1 (stereo not given)
#18 OCCCCCN=c1cc(-c2ccccc2)oc2ccc(Cl)cc12

Screen / compound no.	13	14	15	16	17	18
KB-V1 MDR tox	11%	11%	20%	-1%	2.3µM*	?
IL-1B inflam inh	-2	24	11	-97*	116	-103*
DRD3 antagonist	5	5	-19	-21	1	-2
DRD3 agonist	3	1	-9	-4	-13	1
KB-3-1 tox	-11%	14%	14%	3%	2.1µM*	?
HT1080 IDH1KD tx	2%	9%	2%	-10%	?	-27%
HT1080NT lethal	2%	7%	4%	-5%	?	-9%
SW480 rerep	nt	-1%	-3%	-12%	nt	19%
GLP-1R agonist	-2%	0%	0%	9%	nt	-17%

Another view of 2 compounds above.
Results follow in this order: KB-V1 MDR tox	IL-1B inflam inh	DRD3 antagonist	DRD3 agonist	KB-3-1 tox	HT1080 IDH1KD tx	HT1080NT lethal	SW480 rerep	GLP-1R agonist
16. NC(=O)c1sc2nc3c(cc2c1N)CCCCCC3
    -1%	-97*	-21	-4	3%	-10%	-5%	-12%	9%
17. COC(=O)C1=CN(c2ccc(OC)cc2OC)C(N)=C(C#N)C1c1cccc([N+](=O)[O-])c1 (stereo not given)
    2.3µM*	116	1	-13	2.1µM*	?	?	nt	nt

The listing continues:
#19 O=C(CNC(=O)c1ccco1)N/N=C/c1cccs1
#20 Nc1nc(SCc2ccccn2)c2ncn(C3CCCC3)c2n1
#21 O=C(COc1ccc2ccccc2c1)NNC(=O)Cc1ccccc1
#22 CCOC(=O)Cn1nc(-c2ccccc2)nc1-c1ccccc1
#23 Cc1cn2c(-c3ccc(Cl)cc3)nnc2s1
#24 CCOc1ccc(NC(=O)COc2ccc(C(=O)NCC3CCCO3)cc2OC)cc1 (stereo not given)

Screen / compound no.	19	20	21	22	23	24
KB-V1 MDR tox	24%	-1%	5%	-12%	?	?
IL-1B inflam inh	-12	?	9	20	-22	31
DRD3 antagonist	20	-1	7	-11	18	11
DRD3 agonist	17	-1	3	-3	-1	0
KB-3-1 tox	8%	19%	8%	-1%	?	15%
HT1080 IDH1KD tx	19%	-21%	18%	1%	6%	3%
HT1080NT lethal	20%	0%	26%	-5%	13%	1%
SW480 rerep	-7%	-7%	-30%	1%	-12%	0%
GLP-1R agonist	-3%	?	-11%	5%	4%	2%

#25 Cc1ccc(OCc2nnc(SC(C)C(=O)O)n2-c2ccccc2)cc1 (stereo not given)
#26 O=C(Nc1nnc(SCc2cccc3ccccc23)s1)C1COc2ccccc2O1 (stereo not given)
#27 COc1cc(NC(=O)C(C)C)ccc1NC(=O)c1ccco1
#28 C=C(C)CNC(=S)Nc1cccc2cnccc12
#29 CCN1CCN(Cc2ccc(NC(=O)c3ccc(C)c(NC(=O)c4nccn4C)c3)cc2C(F)(F)F)CC1
#30 Cc1ccc(C)c(N(Cc2ccccc2F)S(C)(=O)=O)c1

Screen / compound no.	25	26	27	28	29	30
KB-V1 MDR tox	26%	?	-1%	-4%	-3%	-1%
IL-1B inflam inh	0	0	-19	11	-58*	-11
DRD3 antagonist	6	-13	-6	45	-16	1
DRD3 agonist	9	3	-1	9	-30	-4
KB-3-1 tox	-1%	-3%	16%	-23%	0%	-1%
HT1080 IDH1KD tx	5%	24%	12%	-15%	2%	0%
HT1080NT lethal	5%	9%	7%	-6%	5%	0%
SW480 rerep	-3%[1.84 µM]	3%	-2%	1%	-1%[9.22 µM]	-5%
GLP-1R agonist	-2%	-28%	1%	1%	-5%	0%

The closing four entries of the part before lead into the next.
#27 COc1cc(NC(=O)C(C)C)ccc1NC(=O)c1ccco1
#28 C=C(C)CNC(=S)Nc1cccc2cnccc12
#29 CCN1CCN(Cc2ccc(NC(=O)c3ccc(C)c(NC(=O)c4nccn4C)c3)cc2C(F)(F)F)CC1
#30 Cc1ccc(C)c(N(Cc2ccccc2F)S(C)(=O)=O)c1
#31 Cc1cccc(C(=O)N2CCC(C)(C(=O)NS(=O)(=O)C3CC3)C2)c1C (stereo not given)
#32 CNC(=S)N/N=C/c1ccc2c(c1)OCCO2
#33 C/C(=N/NC(=O)CSc1nc2ccccc2n1C)c1ccco1
#34 CC1(C)Cc2c(c(-c3ccccc3)[nH]c(=O)c2C#N)CO1
#35 CCN1CCc2c(C#N)c(NCc3ccccc3)nc(N(CC)CC)c2C1
#36 CCN(CC)C(=N)/C(C#N)=N/Nc1ccc(C)cc1

Screen / compound no.	27	28	29	30	31	32	33	34	35	36
KB-V1 MDR tox	-1%	-4%	-3%	-1%	5%	-1%	-13%	10%	?	13%
IL-1B inflam inh	-19	11	-58*	-11	23	13	2	19	-11	-54*
DRD3 antagonist	-6	45	-16	1	12	-8	6	-8	?	-22
DRD3 agonist	-1	9	-30	-4	2	-1	2	6	-8	-15
KB-3-1 tox	16%	-23%	0%	-1%	0%	1%	-1%	7%	-3%	1%
HT1080 IDH1KD tx	12%	-15%	2%	0%	27%	8%	1%	0%	?	-5%
HT1080NT lethal	7%	-6%	5%	0%	?	9%	6%	0%	?	-8%
SW480 rerep	-2%	1%	-1%[9.22 µM]	-5%	nt	-155%[inhibitor]	-10%	5%	19%	-10%
GLP-1R agonist	1%	1%	-5%	0%	1%	9%	15%	0%	1%	4%

#37 CC(C)NC(=O)/C(C#N)=C/c1ccc2c(c1)OCCO2
#38 CC(C)NS(=O)(=O)c1ccc(NC(=O)C(C)OC(=O)CCC(=O)c2cccs2)cc1 (stereo not given)
#39 CC(=O)N1CCN(c2ccccc2NC(=O)c2cc3ccccc3o2)CC1
#40 COc1ccccc1NC(=O)c1ccc(-c2nn(C)c(=O)c3ccccc23)cc1
#41 Cc1nc(SCC(=O)NC(=O)NCc2ccccc2)nc(C)c1C
#42 COc1ccc(C2CC=C(C(C)=O)CN2S(=O)(=O)c2ccccc2)cc1 (stereo not given)
#43 CCC(=O)NC(NC(=S)Nc1c(C)n(C)n(-c2ccccc2)c1=O)C(Cl)(Cl)Cl (stereo not given)
#44 CC(=O)N1CCCC(C)(C(=O)Nc2cccc(OC(C)C)c2)C1 (stereo not given)

Screen / compound no.	37	38	39	40	41	42	43	44
KB-V1 MDR tox	?	?	-48%	?	-14%	5%	16%	0%
IL-1B inflam inh	-22	22	?	-56*	12	-13	7	20
DRD3 antagonist	13	24	22	19	8	43	-1	0
DRD3 agonist	-11	7	8	7	-1	5	-5	-6
KB-3-1 tox	7%	2%	-46%	-3%	0%	-7%	-10%	0%
HT1080 IDH1KD tx	2%	6%	-10%	1%	-10%	-5%	-4%	1%
HT1080NT lethal	11%	9%	-7%	-3%	-2%	3%	1%	29%
SW480 rerep	-2%	-18%	11%	-9%	-3%	nt	-4%	nt
GLP-1R agonist	4%	1%	4%	5%	10%	1%	-4%	-2%

High-throughput results deposited in PubChem by National Center for Advancing Translational Sciences (NCATS).
